Assay outcomes as filed in PubChem BioAssay.
OXTR agonist: activates the human oxytocin receptor; AID 2435; activation, % at 3 µM; P30559; 0.32% of 320,000 active; CHO-OTR cells, Fluo-8 calcium fluorescence; normalized: DMSO 0%, oxytocin 100%;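 active = activation above the mean of all tested compounds plus 3 SD, cutoff set per screening run, cut at about 20% in these data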;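 note: peak over basal fluorescence ratio from a 100 s FLIPR kinetic read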
NALP1 yeast inh: NALP1 inhibition; 0.61% of 280,000 active; S. cerevisiae NALP1/ASC/caspase-1 growth, X-gal OD620, 72 h; inhibition, % at 10 µM; in the data active = inhibition mostly above about 24%, no sharp cut-off; inactive = mostly below about 32%; note: some compounds called inactive have numbers as strong as hits
MEKK2 mut-MEK5: signal of MEK5 binding to mutant human MEKK2 PB1 domain; bead flow cytometry, Alexa488-MEK5 binding to MEKK2 mutant; percent response, % at 10 µM; 0.35% of 290,000 active; AID 1530; in the data active = percent response above about 24%, passing the limit was not always enough; note: inactives centre near 1; some results filed as inactive read as strong as hits; reference of the scale not given here
GalR3 antagonist: human GalR3 antagonism | HEK293 GalR3-CNG cAMP membrane potential fluorescence; galR3 body fused to GalR1 C-terminus | inhibition, % at 3 µM | 0.44% of 360,000 active | AID 651719;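 active = inhibition above the screen-wide average plus 3 SD, cut at about 13% in these data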;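 note: forskolin and galanin both at EC90 stimulate the cells; cAMP rise reported by CNG channel membrane potential dye signal; 0% = forskolin plus galanin with DMSO and 100% = forskolin alone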
Target sequence (O60755 1-299 limits assumed): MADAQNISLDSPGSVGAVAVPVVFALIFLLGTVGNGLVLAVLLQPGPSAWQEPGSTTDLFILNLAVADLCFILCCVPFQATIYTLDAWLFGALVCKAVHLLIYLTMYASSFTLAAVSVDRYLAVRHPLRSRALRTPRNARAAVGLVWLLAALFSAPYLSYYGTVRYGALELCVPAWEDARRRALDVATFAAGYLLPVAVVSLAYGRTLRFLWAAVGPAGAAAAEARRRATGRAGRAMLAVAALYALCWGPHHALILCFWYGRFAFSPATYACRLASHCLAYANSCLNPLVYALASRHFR
V1R ag counter: activates human V1a receptor in oxytocin agonist counter-screen; AID 2797; activation, % at 3 µM; CHO-V1R cells, Fluo-8 calcium fluorescence, agonist mode; 0% DMSO, 100% 3 nM vasopressin; 0.25% of 320,000 active;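 active = activation above the mean activation of all tested compounds plus 3 SD, per screening run, cut at about 20% in these data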;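 note: signal is peak over basal fluorescence ratio across a 100 second FLIPR read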
GPR7 antagonist: human neuropeptides B/W receptor 1 antagonism | P48145 | GPR7-expressing cells, fluorescence antagonist assay | inhibition, % at 4.4 µM | 1.1% of 290,000 active | AID 1861; in the data active = inhibition above about 16%, passing the limit was not always enough;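 note: cells stimulated with the agonist NPW; 0% = agonist with vehicle and 100% = vehicle without agonist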
Target sequence (P48145 whole entry, looked up): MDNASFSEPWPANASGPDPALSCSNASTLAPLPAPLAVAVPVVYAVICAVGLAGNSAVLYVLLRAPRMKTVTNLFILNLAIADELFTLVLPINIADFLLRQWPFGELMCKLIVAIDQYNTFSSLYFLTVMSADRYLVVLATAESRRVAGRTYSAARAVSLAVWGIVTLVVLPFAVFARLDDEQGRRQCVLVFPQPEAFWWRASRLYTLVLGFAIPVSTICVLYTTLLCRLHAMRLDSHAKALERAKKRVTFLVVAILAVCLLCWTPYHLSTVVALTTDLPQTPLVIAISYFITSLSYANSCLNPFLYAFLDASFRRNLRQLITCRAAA
MEKK3 PB1 HTS: MEKK3-MEK5 PB1 interaction, increase or decrease; bead-based flow cytometry, Alexa488-MEK5 binding to MEKK3; actives lie on both sides; 0 = blocked by unlabeled MEK5, 100 = vehicle; binding response (% of control), % at 10 µM; Q99759; 1.4% of 290,000 active;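 active = binding response more than 3 SD above or below the average of its plate-row segment, actives on both sides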;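 note: Alexa488 bead fluorescence after subtracting the streptavidin-only scavenger bead signal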
PHOSPHO1 inh: PHOSPHO1 (human) inhibition. Q8TCT1. recombinant PHOSPHO1, absorbance phosphatase assay. inhibition, % at 13.3 µM. 1.1% of 290,000 active. AID 1565; in the data active = inhibition above about 60%
Target sequence (Q8TCT1 whole entry, looked up): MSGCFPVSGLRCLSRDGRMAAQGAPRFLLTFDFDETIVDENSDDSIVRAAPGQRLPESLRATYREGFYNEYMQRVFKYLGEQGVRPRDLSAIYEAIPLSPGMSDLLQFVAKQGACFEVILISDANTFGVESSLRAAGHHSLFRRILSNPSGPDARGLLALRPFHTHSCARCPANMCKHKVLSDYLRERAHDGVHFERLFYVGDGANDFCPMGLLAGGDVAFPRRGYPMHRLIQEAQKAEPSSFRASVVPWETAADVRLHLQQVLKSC
MEKK2 WT-MEK5: raises or lowers MEK5 binding to wildtype human MEKK2 PB1 domain | Q9Y2U5 | bead flow cytometry, Alexa488-MEK5 binding to MEKK2 WT; actives lie on both sides | binding response (% of control), % at 10 µM | 1.1% of 290,000 active | AID 1531; in the data active = binding response below about 67% or above about 130%
Numbers without * were called inactive; nt = no result given; [ ] = remark or other dose.

1. CC1=C(C(=O)N2CCCCCC2)C2(CCC(C)CC2)OC1=O (configuration not stated)
2. CN(C)c1ccc(C=C2C(=O)OC(C)(C(C)(C)C)OC2=O)cc1 (configuration not stated)
3. COc1ccc(Cl)cc1N(CC(=O)NC(C(C)C)C(C)C)S(C)(=O)=O
4. CC(C)(C)c1ccccc1OCCN1CCCC1
5. O=C(c1ccco1)N1CCN(C(=O)C2Cc3ccccc3CN2S(=O)(=O)c2ccc(F)cc2)CC1 (configuration not stated)
6. O=C1OCC2=C1C(c1ccccc1)CC(=O)N2c1ccccc1 (configuration not stated)
7. CSCCC(NC(=O)COc1ccccc1)C(=O)Nc1ccc(C)cc1 (configuration not stated)
8. N#C/C(=N\Nc1ccccc1)C(=N)N1CCCCC1
compound no.	1	2	3	4	5	6	7	8
NALP1 yeast inh	15	21	21	6	12	-17	22	8
MEKK3 PB1 HTS	93	105	97	85	109	96	114	94
V1R ag counter	-1.7	0.7	0.6	0.1	-0.6	-0.1	0.0	2.7
MEKK2 mut-MEK5	-7	10	-3	-3	5	-7	-1	-5
OXTR agonist	-1.4	0.4	-0.7	0.7	-0.4	0.8	-2.5	2.2
MEKK2 WT-MEK5	89	106	100	93	108	92	109	93
GalR3 antagonist	-4	-4	-10	-12	0	-5	0	4
PHOSPHO1 inh	22	10	-15	-2	-4	-12	2	6
GPR7 antagonist	-15	-8	-2	-13	15	-7	-5	0

9. CCc1ccc(N(C(=O)c2ccco2)C(C(=O)NC2CCCC2)c2cccnc2)cc1 (configuration not stated)
10. O=C(COC(=O)c1n[nH]c2ccccc12)Nc1ccccc1
11. Cc1ccc(NC(=O)Cn2cccc2C2=NC(c3ccccc3)CO2)cc1C (configuration not stated)
12. O=Nc1c(O)[nH]c2c(F)cccc12
13. CC(=O)O[C@@H]1C[C@H]2C(C)=C[C@H]3OC(=O)[C@@H](C)[C@H]3C[C@H]2[C@]1(C)O
14. N/C(Cn1cncn1)=N\NC(=O)C(=O)Nc1ccc(Cl)cc1Cl
15. CCN(C(=O)C(C)OC(=O)C1C(C(=O)OC)=C(C)NC(C)=C1C(=O)OC)c1ccccc1 (configuration not stated)
16. O=C(c1ccccc1)c1c2c(cc3sc4ccccc4[n+]13)-c1cccc3cccc-2c13
compound no.	9	10	11	12	13	14	15	16
NALP1 yeast inh	-7	15	14	26	14	-38	0	58*
MEKK3 PB1 HTS	99	100	104	96	100	100	93	91
V1R ag counter	0.2	0.7	0.9	-0.6	1.8	1.1	-1.0	14
MEKK2 mut-MEK5	0	-1	0	-3	3	-3	-10	-3
OXTR agonist	-0.7	2.9	-1.7	5.4	-0.6	-0.7	0.2	19
MEKK2 WT-MEK5	96	97	107	96	99	95	89	60*[inhibitor]
GalR3 antagonist	-11	-4	2	-5	-1	-4	3	-4
PHOSPHO1 inh	39	28	5	1	26	60*	12	0
GPR7 antagonist	8	16	-12	-3	nt	-7	-5	21*

17. Cn1c(=O)c2c(nc(CN3CCN(C(=O)c4ccco4)CC3)n2CCCO)n(C)c1=O
18. Cc1ccc(C)c(N=Nc2ccc(O)c3ncccc23)c1
19. O=C(O)C1CCCCC1C(=O)Nc1ccc(-c2ccccc2)cc1 (configuration not stated)
20. COc1ccc(/C=N\NC(=O)c2ccc([N+](=O)[O-])cc2)cc1COc1c(F)c(F)cc(F)c1F
21. CCC(C(=O)N1CCN(Cc2ccc3c(c2)OCO3)CC1)n1c(=O)[nH]c2ccccc2c1=O (configuration not stated)
22. Cc1ccc(C2CC(c3ccc(Cl)cc3)=NNC2=O)cc1 (configuration not stated)
23. COc1ccc(S(=O)(=O)NC(CC(=O)NCc2ccccc2OC)c2ccco2)cc1 (configuration not stated)
24. COc1ccccc1-c1cc(C(=O)N2CCCC2)no1
compound no.	17	18	19	20	21	22	23	24
NALP1 yeast inh	25	2	-3	9	10	-29	27	10
MEKK3 PB1 HTS	99	102	98	102	101	96	96	106
V1R ag counter	1.6	0.2	0.9	nt	1.7	-1.1	0.3	-1.4
MEKK2 mut-MEK5	-2	-10	1	2	6	12	2	3
OXTR agonist	0.6	-0.1	0.9	nt	0.8	-2.4	-0.4	-1.0
MEKK2 WT-MEK5	97	84	97	101	107	92	94	107
GalR3 antagonist	-7	-5	-9	-2	-9	-2	8	-6
PHOSPHO1 inh	32	-31	42	37	70*	10	41	45
GPR7 antagonist	-7	-17	-15	16	-8	-7	-2	-13

25. N/C(=N\NS(=O)(=O)c1cc(C(F)(F)F)cc(C(F)(F)F)c1)c1ccccn1
26. COC(=O)c1ccc(OCC(=O)NC(C)(C)C)cc1
27. CCOC(=O)Cc1csc(NS(=O)(=O)c2ccc(Cl)cc2)n1
28. CC(=O)N1CCN(CCN2C(C)=CC(=C(C#N)C#N)C=C2C)CC1
29. CCC(=O)Nc1cc(-c2nn(CC(=O)N3CCCCC3)c(=O)c3ccccc23)ccc1N1CCOCC1
30. Cc1[nH]c2ccc3ccccc3c2c(=O)c1C/C=C/Cl
31. S=C1CCC(c2ccc(Cl)cc2)=NN1c1ccccc1
32. CCOc1ccc(CN2CCNC(=O)C2CC(=O)N(C)Cc2nonc2C)cc1 (configuration not stated)
compound no.	25	26	27	28	29	30	31	32
NALP1 yeast inh	-20	nt	4	-22	2	-59	nt	-9
MEKK3 PB1 HTS	95	110	96	94	96	107	104	101
V1R ag counter	0.1	0.9	1.5	1.9	0.6	3.2	-2.0	0.4
MEKK2 mut-MEK5	-2	16	-2	-7	-4	7	2	6
OXTR agonist	-2.4	0.0	0.7	0.3	-0.6	-0.9	-2.8	0.2
MEKK2 WT-MEK5	96	106	94	68	97	109	99	107
GalR3 antagonist	-5	1	-2	-2	-4	-8	-7	-1
PHOSPHO1 inh	16	5	-18	7	6	nt	4	nt
GPR7 antagonist	-11	4	9	-12	-1	-10	-11	-6

33. Cc1ccc(NC(=O)C(NS(=O)(=O)c2cccc3nsnc23)C(C)C)nc1 (configuration not stated)
34. COc1ccc(Cl)cc1N(CC(=O)N/N=C/c1ccc(OCC(N)=O)cc1)S(C)(=O)=O
35. COc1ccc(C2=Nn3c(C)nnc3SC2)cc1
36. COc1ccc(-n2cc(CNCCN3CCOC3=O)c(-c3ccccc3Cl)n2)cc1
37. CN(C)S(=O)(=O)c1cccc(NC(=O)COC(=O)CCSc2ccc(Cl)cc2)c1
38. CC(C)NC(=O)C12CC3CC(C1)CC(C(=O)NC(C)C)(C3)C2
39. N#Cc1c(NC(=S)NC(=O)c2ccccc2)sc2c1CCN(CCc1ccccc1)C2
40. Cc1c(NC(=O)C2CCCN2S(=O)(=O)c2ccc(Cl)cc2)c(=O)n(-c2ccccc2)n1C (configuration not stated)
compound no.	33	34	35	36	37	38	39	40
NALP1 yeast inh	-3	2	27	nt	33	2	24	7
MEKK3 PB1 HTS	102	102	103	102	99	103	98	102
V1R ag counter	-0.8	-0.1	-0.5	-0.5	7.1	-0.4	57*	0.1
MEKK2 mut-MEK5	1	2	3	-1	21	0	-3	6
OXTR agonist	-1.6	-0.8	-1.4	2.9	9.1	1.1	28*	1.1
MEKK2 WT-MEK5	101	102	108	107	117	97	91	101
GalR3 antagonist	2	2	-1	-5	-10	0	nt	-7
PHOSPHO1 inh	-14	-5	17	22	7	6	14	-20
GPR7 antagonist	-18	-3	-8	-1	3	-12	17	-6

9 entries already listed, ordered by length of the SMILES, ascending:
35. COc1ccc(C2=Nn3c(C)nnc3SC2)cc1
31. S=C1CCC(c2ccc(Cl)cc2)=NN1c1ccccc1
38. CC(C)NC(=O)C12CC3CC(C1)CC(C(=O)NC(C)C)(C3)C2
32. CCOc1ccc(CN2CCNC(=O)C2CC(=O)N(C)Cc2nonc2C)cc1 (configuration not stated)
33. Cc1ccc(NC(=O)C(NS(=O)(=O)c2cccc3nsnc23)C(C)C)nc1 (configuration not stated)
39. N#Cc1c(NC(=S)NC(=O)c2ccccc2)sc2c1CCN(CCc1ccccc1)C2
37. CN(C)S(=O)(=O)c1cccc(NC(=O)COC(=O)CCSc2ccc(Cl)cc2)c1
34. COc1ccc(Cl)cc1N(CC(=O)N/N=C/c1ccc(OCC(N)=O)cc1)S(C)(=O)=O
40. Cc1c(NC(=O)C2CCCN2S(=O)(=O)c2ccc(Cl)cc2)c(=O)n(-c2ccccc2)n1C (configuration not stated)
compound no.	35	31	38	32	33	39	37	34	40
NALP1 yeast inh	27	nt	2	-9	-3	24	33	2	7
MEKK3 PB1 HTS	103	104	103	101	102	98	99	102	102
V1R ag counter	-0.5	-2.0	-0.4	0.4	-0.8	57*	7.1	-0.1	0.1
MEKK2 mut-MEK5	3	2	0	6	1	-3	21	2	6
OXTR agonist	-1.4	-2.8	1.1	0.2	-1.6	28*	9.1	-0.8	1.1
MEKK2 WT-MEK5	108	99	97	107	101	91	117	102	101
GalR3 antagonist	-1	-7	0	-1	2	nt	-10	2	-7
PHOSPHO1 inh	17	4	6	nt	-14	14	7	-5	-20
GPR7 antagonist	-8	-11	-12	-6	-18	17	3	-3	-6

Next records.
41. COc1ccc(N2C(=S)N(C(=O)c3ccccc3)C(=Nc3ccccc3)C2=Nc2ccccc2)cc1
42. COc1ccc(NC(=S)NCCCN2CCOCC2)cc1
43. COc1cc(Cl)cc(/C=N/NC(N)=O)c1O
44. COC(=O)Cn1cc(/C=N/NC(=O)c2ccc(C#N)cc2F)c2ccccc21
45. COc1cccc(C(=O)COC(=O)CCCC(=O)NC2CCCCC2)c1
46. C=CCN1C(=O)C(O)(CC(=O)c2ccc(Cl)cc2)c2ccccc21 (configuration not stated)
47. O=C(O)C(=O)/C(=C\c1ccc(Cl)cc1)c1ccc2ccccc2n1
48. COc1ccc(CCNC(=O)C2CCN(Cc3nc(-c4ccccc4C)oc3C)CC2)cc1OC
compound no.	41	42	43	44	45	46	47	48
NALP1 yeast inh	nt	-7	1	4	4	14	6	8
MEKK3 PB1 HTS	89	104	102	97	101	100	99	98
V1R ag counter	-0.4	-0.1	0.2	0.3	1.6	-0.3	1.3	6.5
MEKK2 mut-MEK5	-8	11	-5	7	2	-1	-3	-1
OXTR agonist	-0.1	-1.7	0.1	1.6	-0.8	-0.5	0.2	7.9
MEKK2 WT-MEK5	89	104	96	101	103	100	98	105
GalR3 antagonist	-5	1	-3	-5	0	nt	-7	-6
PHOSPHO1 inh	nt	8	53	13	23	-5	24	16
GPR7 antagonist	-12	-7	-14	3	-10	-5	-2	7

49. Cc1nc(-c2cccc(NC(=O)c3cc4cc(Br)ccc4oc3=O)c2)cs1
50. CCOc1nc(NC2CCCC2)nc(N2CCC(C)CC2)n1
51. Cc1cc2c(cc1[N+](=O)[O-])NC(CNC(C)C)CC2 (configuration not stated)
52. COc1ccc(NC(=O)Nc2ccc(OC)c(OC)c2)c([N+](=O)[O-])c1
53. CCOC(=O)CN1C(=O)N[C@@H](c2ccco2)C(C(=O)OC)=C1C
54. COc1ccc(/C=C2\SC(=S)NC2=O)cc1OS(=O)(=O)c1ccc(NC(C)=O)cc1
55. Cc1ccc(C(C)C)cc1OCCN1CCCC1
56. CCN(CC)S(=O)(=O)c1ccc(C)c(NC(=S)Nc2cccc(S(=O)(=O)N3CCCCCC3)c2)c1
compound no.	49	50	51	52	53	54	55	56
NALP1 yeast inh	-6	2	21	27	nt	21	50	26
MEKK3 PB1 HTS	105	109	105	114	105	100	93	105
V1R ag counter	-0.6	0.6	1.9	-0.4	0.2	nt	0.4	-0.3
MEKK2 mut-MEK5	2	5	2	0	4	-3	-2	5
OXTR agonist	-0.4	-1.9	1.2	1.4	-0.5	nt	0.0	-2.0
MEKK2 WT-MEK5	102	116	111	96	104	96	98	131
GalR3 antagonist	0	-13	-8	-6	-2	-4	-3	4
PHOSPHO1 inh	19	3	44	6	nt	-20	-10	-1
GPR7 antagonist	-1	-19	3	-4	nt	-7	3	-8
